TDP1 block = TDP1 (human) enzyme inhibition; recombinant TDP1, AlphaScreen DNA substrate cleavage; Potency, µM (top dose mostly 130 µM), without a hit: at the highest dose activity change, negative = inhibition, most hits filed as inhibitors; 0.28% of 350,000 active; AID 485290; note: nearly all actives have a fitted effect of over 40% in size
Target sequence (Q9NUW8 whole entry, looked up): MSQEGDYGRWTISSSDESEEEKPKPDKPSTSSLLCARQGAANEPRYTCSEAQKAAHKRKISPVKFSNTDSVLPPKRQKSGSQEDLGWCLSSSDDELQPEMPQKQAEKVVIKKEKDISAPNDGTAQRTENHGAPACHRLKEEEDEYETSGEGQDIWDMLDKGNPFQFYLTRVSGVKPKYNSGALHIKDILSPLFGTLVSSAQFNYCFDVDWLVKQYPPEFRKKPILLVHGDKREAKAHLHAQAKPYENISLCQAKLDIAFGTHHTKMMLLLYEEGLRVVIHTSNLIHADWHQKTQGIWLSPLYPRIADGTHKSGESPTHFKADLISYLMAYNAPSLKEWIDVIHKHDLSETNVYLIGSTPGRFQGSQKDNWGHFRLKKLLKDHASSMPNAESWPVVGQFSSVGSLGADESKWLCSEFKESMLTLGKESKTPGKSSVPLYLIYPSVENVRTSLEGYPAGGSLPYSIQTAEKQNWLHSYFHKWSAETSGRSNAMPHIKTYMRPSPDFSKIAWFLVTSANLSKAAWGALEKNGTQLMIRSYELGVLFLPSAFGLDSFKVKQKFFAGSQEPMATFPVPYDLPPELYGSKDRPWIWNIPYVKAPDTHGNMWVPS
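Steps: enzyme plus compound, 15 min RT; add biotin/phosphotyrosine-FITC oligonucleotide (15 nM final), react 5 min; add donor/acceptor beads (10 ug/ml final), 10 min; read AlphaScreen. Tdp1 at 1 nM final.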
N370S GC = N370S glucocerebrosidase modulation, Gaucher chaperone candidate | Potency, µM (doses to about 59.4 µM), for the others: top-dose activity change, negative = inhibition, actives largely listed as inhibitors | N370S GC spleen homogenate, 4MU-glucoside fluorescence | 0.092% of 330,000 active | P04062 | AID 2101;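 note: 0% = full enzyme activity and -100% = no enzyme basal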
TDP1 cell noCPT = qHTS for Inhibitors of human tyrosyl-DNA phosphodiesterase 1 (TDP1): qHTS in cells in absence of CPT. DT40 Tdp1-/- hTDP1 cells, no CPT, ATP luminescence, 48 h. Potency, µM (doses to about 46.2 µM), without a hit: at the top dose activity change, negative = growth inhibition, actives largely listed as inhibitors. AID 686978, 2013. 15% of 420,000 active; note: nearly all actives have a fitted effect of over 55% in size
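Luminescent ATP content (CellTiter-Glo) served as the growth readout. Knockout chicken DT40 cells expressing human TDP1 were exposed to compounds without camptothecin for a minimum 48 hr at 37 °C.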
Active calls of the source: *; ? = inconclusive; · = not tested or not shown; & = joins results of further samples; [ ] = remark or other dose. Calls come from the whole dose curve; as a rule, active = well fitted curve in the direction sought with a large enough effect; inconclusive = small, poorly fitted or top-dose-only effect, or another doubt; inactive = no such curve, though single readings can be large; an effect the other way counts as inactive or inconclusive. Unless noted, % is set by controls: 0 for no effect and ±100 for the full control effect; potency is the fitted concentration of half-maximal effect. An excerpt, so the mix of outcomes need not match the whole.

Each structure is followed by: TDP1 cell noCPT, N370S GC, TDP1 block
CCN(C(=O)CSc1nc2ccccc2nc1Cc1ccccc1OC)c1ccccc1
  -23%, ·, 8%
O=C(CN1C(=O)c2ccccc2C1=O)c1ccccc1
  -1%, 22%, 4%
CCCC[C@H]1C(=O)N(c2ccccc2)N(c2ccc(O)cc2)C1=O
  ·, 11%[21.6 µM], 9%[21 µM]
CN(C)C(=O)c1ccc(-c2cc(-n3ccnc3)ncn2)cc1
  3%, 2%, ·
CCOC(=O)c1[nH]c2ccc(Br)cc2c1NC(=O)CCN1CCCC(C)(C)C1
  26µM*, -5%, 0%
COc1ccc(NC(=O)Cn2nnc(C(N)=O)c2N)c(OC)c1
  -13%, 1%, -2%
COc1ccc(S(=O)(=O)N2CCOCC2)cc1NC(=O)CSc1ncccn1
  -21%, ·, 1%
Cc1ccc(N=c2ssnc2Cl)cc1
  3.7µM*, -2%, 7%
Cc1cc(OCc2nc(-c3cccs3)no2)cc(C)c1Cl
  -2%, -1%, 3%
CO[C@H]1COC(=O)[C@H](C)NC(=O)[C@@H](C)COC(=O)C/C=C\[C@@H]1C
  ·, 10%[12.8 µM], 8%[21 µM]
CCN(CC)C(=O)C1CCN(Cc2ccc(Br)cc2)CC1
  -6%, 6%, -6%
CCOc1ccc(C(=O)c2ccc(OC)c(O)c2O)cc1
  ?, 4%, 10%[56.1 µM]
COc1ccccc1-c1nccc(Nc2ccc(F)cc2)n1
  ?, -9%, ·
O=C(COc1ccccc1)N=C1SC2CS(=O)(=O)CC2N1c1ccccc1 (stereo not drawn)
  23%, 2%, 0%
CCOc1ccc2[nH]c(C)c(CN3CCCCC3)c(=O)c2c1
  -7%, 3%, -4%
Cc1cccc(NC(=O)CCCn2c(C)c3cnn(-c4ccccc4)c(=O)c3c2C)c1C
  ?, ·, 8%
COc1cc(OC)c(C2C(C(=O)Nc3ccccc3)=C(C)Nc3ncnn32)cc1OC (stereo not drawn)
  -14%&3%, -8%, 0%
Nc1cc([N+](=O)[O-])ccc1Nc1ccccc1
  6.5µM*, 11%, 7%
CCC(CO)Oc1cc(NC(=O)c2ccccc2)c2ncn(C(C)C)c2c1 (stereo not drawn)
  ?, ·, -17%
CC1CCc2c(sc3nnn(CC(=O)Nc4ccccc4Cl)c(=O)c23)C1 (stereo not drawn)
  16µM*, ·, 5%
O=C(C1=C(O)C(=O)N(Cc2ccccc2)C1c1ccco1)c1ccco1 (stereo not drawn)
  ?, 0%, 2%
COc1ccc(N2CC(C(=O)N3CCN(Cc4ccc5c(c4)OCO5)CC3)CC2=O)cc1 (stereo not drawn)
  ?, -4%, ·
CC1=C(C(=O)OCc2ccc(C)cc2)C(c2ccccc2Cl)CC(=O)N1 (stereo not drawn)
  ?, ·, -2%[12.3 µM]
O=C(Nc1ccc(Br)cn1)c1cccc2c1-c1ccccc1C2=O
  3.3µM*, 4%, 4%
CCCc1cc(=O)n2[nH]c(CCc3ccccc3)nc2n1
  -18%, 4%, 4%
CN(C)CC(O)COC(c1ccc(Cl)cc1)c1ccc(Cl)cc1 (stereo not drawn)
  21µM*, -21%, -3%
Cc1ccc2oc(C(=O)Nc3ccc(S(=O)(=O)N(C)Cc4ccccc4)cc3)cc(=O)c2c1
  ?, ·, 9%
Cc1ccc(SCC(=O)Nc2cccc(NC(=O)c3ccco3)c2)cc1
  3%, 17%, -1%
O=c1[nH]c(=O)n(CCO)c2nnn(Cc3ccccc3)c12
  9%, 0%, 6%
COc1ccccc1/C=C/CN1CCN(c2ccccc2)CC1
  ?, 1%, 8%
Cc1ccc2[nH]c(=O)c3cc(C(=O)N(CCCOC(C)C)Cc4ccco4)sc3c2c1
  12µM*, 7%, -1%&5%
Cn1c(=O)oc2cc(S(=O)(=O)N3CCCC(C(=O)N4CCN(c5ccc(F)cc5)CC4)C3)ccc21 (stereo not drawn)
  4.1µM*, ·, -1%
CN(C)S(=O)(=O)c1cccc(COC(=O)CNC(=O)c2ccc(Br)o2)c1
  -3%, 0%, -10%
Cc1ccc(S(=O)(=O)c2ccc([N+](=O)[O-])cn2)cc1
  0.52µM*, 1%, ·
CCOc1cc(/C=N/Nc2ncc(C)c(=O)[nH]2)ccc1O
  -4%, -22%, ·
COc1ccc(NC(=O)Cn2c(=O)oc3cc(S(=O)(=O)N4CCCC4)ccc32)cc1OC
  ?, ·, -3%
Brc1ccc(-c2csc(N/N=C/c3ccco3)n2)cc1
  10µM*, -18%, 5%
CCOC(=O)C1C(=O)C=C(c2cccs2)CC1c1ccccc1 (stereo not drawn)
  16µM*, 2%, 1%
CCOc1cc(CNS(=O)(=O)c2ccc3c(c2)CC(=O)N3C)cc(OCC)c1OCC
  23%&-19%, -3%, 4%&-1%
CCC(CO)Oc1cc(NCc2cccc(C)c2)c2ncn(C(C)C)c2c1 (stereo not drawn)
  ?, ·, 4%
COc1ccc(CNCC(O)(c2ccccc2)c2ccccc2)cc1
  18µM*, -13%, ·
O=C(NC1CCC(NC(=O)C(F)(F)C(F)F)CC1)C(F)(F)C(F)F (stereo not drawn)
  -1%, 2%, 7%
COC(=O)c1ccc(NC(=O)c2cc(=O)c3ccc(C)cc3o2)cc1
  -6%, ·, 5%
COc1ccc(C(=O)N2CCCCC2C(=O)Nc2ccc(-n3nc(C)cc3C)cc2)o1 (stereo not drawn)
  ?, -5%, 6%
COc1cc(NS(=O)(=O)c2ccc(NC(=O)CN3C(=O)c4ccccc4C3=O)cc2)ncn1
  0%, -11%, -2%
COC(=O)C1=C(C(=O)OC)[C@@H]2Nc3ccccc3[C@@]23C[C@@H](C(=O)OC)N(S(=O)(=O)c2ccc(Br)cc2)C3=N1
  ·, -4%[12.8 µM], 11%[12.3 µM]
Cc1cccc(-c2nc3scc(CCNC(=O)c4ccccc4Cl)n3n2)c1
  21µM*, ·, 5%
COc1ccccc1NS(=O)(=O)c1ccc(C(=O)NCC(c2ccc(F)cc2)N2CCOCC2)cc1 (stereo not drawn)
  -43%, ·, -1%
CN1C(=O)/C(=C/c2ccc(C(F)(F)F)cc2)Sc2ccc(C(=O)N3CCN(c4ccccn4)CC3)cc21
  ?, -4%, 2%
CC(=O)N(CCc1cccc(C)c1)Cc1cc2cc(C)ccc2[nH]c1=O
  ?, 2%, ·
CCC(CC)NC(=O)COC(=O)c1cc(Br)ccc1Cl
  5%, 1%, -2%
O=C(Nc1ccc2ccccc2c1)c1ccc(NS(=O)(=O)c2ccc(Br)s2)cc1
  -22%, -11%, 7%
CCS(=O)(=O)N1Cc2ccccc2CC1C(=O)Nc1cccc(S(=O)(=O)N(C)C)c1 (stereo not drawn)
  -2%, 2%, ·
Cc1ccc(Cl)cc1NC(=O)C(Cc1ccccc1)N1C(=O)C2C3CCC(C3)C2C1=O (stereo not drawn)
  15µM*, 10%, 0%
CC(C)Cn1c(N)c(C(=O)COC(=O)c2cnc(Cl)c(Cl)c2)c(=O)n(C)c1=O
  ?, 14%, 1%
CC1(OC(=O)C2CCCC2)C(=O)C=C2C=C(c3ccsc3)N(C3CCCCC3)C=C2C1=O (stereo not drawn)
  21µM*, -3%[12.8 µM], 10%[12.3 µM]
O=c1cc(-c2ccccc2O)oc2cc(O)cc(O)c12
  21µM*, -17%, 7%
CCN(C(=O)COC(=O)c1cc(OC)ccc1Br)C1CCS(=O)(=O)C1 (stereo not drawn)
  -2%, ·, -1%
O=C(Nc1ccc(-c2cscn2)cc1)C1CCCN(Cc2ccccc2)C1 (stereo not drawn)
  ?, -11%, 4%
COc1ccccc1-n1c(CNC(=O)c2ccccc2)nnc1SCC(=O)Nc1nnc(C)s1
  -9%, 12%, ·

(more compounds)
Each structure is followed by: TDP1 cell noCPT, N370S GC, TDP1 block
CCCCCCn1c(Br)nc2c1c(=O)n(C)c(=O)n2C
  ?, 9%, 5%
O=C1CCCN1CCCNC(=S)Nc1ccccc1Cl
  -14%, -3%, 6%
O=C(O)c1ccc(N2C(=O)c3cccnc3C2=O)cc1
  -5%, -12%, -1%
CC(C)N=c1scc(-c2ccco2)n1/N=C/c1ccc(O)c(O)c1
  1.5µM*, -14%, 11%
CCOC(=O)NC(=S)c1ccc[nH]1
  ?, 9%, 3%
Cc1ccc(NC2CCCN(C(=O)CCC3(C)CC3)C2)cc1C (stereo not drawn)
  -29%, 19%, 7%
CCC(C)NS(=O)(=O)c1cccs1 (stereo not drawn)
  18%, 5%, 2%
CCC(=O)N1C2=C(c3ccccc3[C@@H]1CC(=O)Nc1ccc3ccccc3c1)[C@@H]1C(=O)N(c3ccccc3)C(=O)[C@@H]1[C@H](C)C2
  ·, -5%[12.8 µM], 17%[12.3 µM]
N#Cc1cnn2c(-c3cccc([N+](=O)[O-])c3)ccnc12
  -26%, ·, -1%
NC(=O)c1ccccc1NC(=O)Cn1nc(Cc2cccnc2)c2ccccc2c1=O
  ?, ·, 6%
CC(C)N(C(=O)CSc1nnc(-c2cc3ccccc3cc2O)n1Cc1ccco1)C(C)C
  21µM*, 6%, 3%
O=C1c2ccccc2N2C(=O)c3ccccc3C2N1Cc1ccco1 (stereo not drawn)
  18µM*, 11%, -1%
COc1ccc(-c2nc3cc(C(C)C)ccc3o2)cc1NC(=O)c1ccc(C)c(Cl)c1
  18µM*, ·, 2%
O=C(/C=C\c1cn(-c2ccccc2)nc1-c1ccc2c(c1)OCCO2)N1CCOCC1
  10µM*, -18%, 5%
COC(=O)c1ccc(Nc2cc(C)nc3nc(C)nn23)cc1
  -4%, 6%, 8%
O=C1CC(c2ccccc2Br)c2cc3c(cc2N1)CCC3 (stereo not drawn)
  ·, -3%, 1%
CCN1CCN(c2nnc(-n3cccc3C(=O)Nc3cccc(OC)c3)s2)CC1
  ?, ·, 0%
CCN(CC)c1ccc(NC(=O)c2cc(C)nc3c2c(C)nn3-c2cccc(F)c2)c(C)c1
  ?, ·, -2%
COc1ccc(CCC(=O)OCC(=O)c2cccc(OC)c2)cc1
  5%, 21%, ·
COc1ccc(S(=O)(=O)NCc2ccc(F)cc2)cc1OC
  5%, -2%, 0%
Cc1ccc(S(=O)(=O)N(C)CCN(C)c2nc(-c3cccs3)nc3ccccc23)cc1
  20µM*, ·, 0%
O=c1c(-c2ccc(F)cc2)nc2cnc(Nc3ccccc3)nc2n1Cc1cccs1
  ?, -5%, ·
Cc1cc(C)c(NC(=O)CNC(=O)COC(=O)Cc2ccccc2C)c(C)c1
  -31%, ·, 1%
CC(NS(=O)(=O)c1cc(C(F)(F)F)ccc1Cl)C(=O)N(C)C1CCN(C)CC1 (stereo not drawn)
  0%, ·, 0%
COc1cc2ccccc2cc1C(=O)N1CCN(c2ccccc2O)CC1
  ?, ·, 3%
Cc1cc(N=Nc2c(O)c3ccccc3[nH]c2=O)ccc1N=Nc1ccc(C(=O)N(C)C)cc1
  7.3µM*, -3%, ·
COc1ccc(C(=O)COC(=O)CN2C(=O)NC(C)(C)C2=O)cc1OC
  14%, 14%[2.35 µM], 7%
Cc1ccc(CNC(=O)c2ccc3c(c2)NC(=O)C(N2CCOCC2)S3)cc1 (stereo not drawn)
  ?, 1%, 5%
CCOCCCNC(=S)N1CCCN(c2nc3c(C)c(C)ccc3cc2C#N)CC1
  ?, 9%, 8%
COC(=O)CSc1nc(NC(C)C)nc(N2CCOCC2)n1
  -17%, 4%, 1%
Cc1cccc(NC(=O)CN2C(=O)c3ccccc3C2=O)c1C
  2%, 5%, 3%
Cc1cccc(CNC(=O)c2ccc3oc(=O)n(Cc4ccccc4)c3c2)c1
  ?, ·, 1%
O=C(CS(=O)(=O)c1ccc(C(F)(F)F)cn1)NNC(=O)c1ccccc1
  -8%, -2%, 1%
Cn1c(SCC(=O)N2CCCCC2)nnc1-c1ccc(S(=O)(=O)N2CCOCC2)cc1
  0%, -2%, 3%
O=C(CSc1nc(-c2ccccc2)cc(=O)[nH]1)N1CCOCC1
  -5%, 11%, 1%
CC(=O)c1ccc(NC(=O)c2ccc(NC(=O)CCS(=O)(=O)c3cccs3)cc2)cc1
  ?, 22%, -1%&0%
CCN(Cc1ccccc1)C(=O)CCc1c(C)nc2c(c(C)nn2-c2ccc(C)c(C)c2)c1C
  15%, ·, 1%
COc1ccc(NC(=O)N2CC[C@@]3(CCCN(C(=O)c4cccn4C)C3)C2)cc1
  -10%, 27%, ·
CNc1nc(OC)nc(N2CCOCC2)n1
  -2%, 5%, -2%
O=C(Nc1nc(-c2ccccc2)cs1)c1ccc(S(=O)(=O)N2CCc3ccccc32)cc1
  ?, 13%, -3%

Some of the entries so far, bar-delimited.
smiles | TDP1 cell noCPT | N370S GC | TDP1 block
CC(=O)c1ccc(NC(=O)c2ccc(NC(=O)CCS(=O)(=O)c3cccs3)cc2)cc1 | ? | 22% | -1%&0%
CCN(Cc1ccccc1)C(=O)CCc1c(C)nc2c(c(C)nn2-c2ccc(C)c(C)c2)c1C | 15% | · | 1%
COc1ccc(NC(=O)N2CC[C@@]3(CCCN(C(=O)c4cccn4C)C3)C2)cc1 | -10% | 27% | ·

Compound activity deposited in PubChem BioAssay by National Center for Advancing Translational Sciences (NCATS).
